From PubChem
Cneo AK release: causes C. neoformans cell lysis; adenylate kinase release luminescence, 4 h; normalised: neutral wells 0, clomiphene wells 100; AID 651654; 360,000 compounds, 0.2% hits; lysis activity, % at 15 µM;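 active = mean lysis activity across replicates of at least 80%, whatever share of replicates individually reach that level; inactive = mean lysis activity below 80%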
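Schedule: static 4 h at 37 °C with compound, 1 h detection; system: C. neoformans cells; benchmarks: Clomiphene as positive control; buffer or medium: fresh YPD medium; measure: luminescence rise reflecting yeast cell lysis; measured by: luminescent adenylate kinase detection reagent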
LGR2 inh: blocks bursicon-induced cAMP signaling via Drosophila LGR2. HEK293 LGR2, CRE-luciferase, bursicon-stimulated, 4 h. inhibition, % at 9.99 µM. 380,000 compounds, 0.35% hits. AID 720647;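 active = drop in luminescence signal, shown as inhibition above about 50% in the replicate tests, limit read from the data, passing the limit was not always enough; inconclusive = probably only some replicates passing the limit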;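 also: agonist challenge used bursicon conditioned medium at about half maximal strength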
PGC1a acetyl inh: modulators of PGC1a acetylation | U2OS PGC1a acetylation, AlphaScreen anti-acetyl-lysine; with virally co-expressed GCN5 acetyltransferase | inhibition, % at 15.6 µM | 350,000 compounds, 0.17% hits | AID 651687;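 active = every replicate shows inhibition of at least 40%; inconclusive = mean inhibition at least 40% but some replicate below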;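 also: 0% = neutral control wells and 100% = positive control wells; some results beyond the cut were filed as inactive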
C2C12 statin: suppressors of simvastatin-induced myotoxicity in C2C12 myotubes. ATP luminescence, 48 h; scaled: DMSO 0, geranylgeraniol control 100. rescue of ATP level, % at 7.49 µM. 330,000 compounds, 0.78% hits;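 active = mean ATP rescue above about 67%, or every replicate alone reaching that limit, limit read from the data, passing the limit was not always enough; inconclusive = no clear call, values can overlap the other calls; inactive = mean under the limit and some replicate under it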;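 also: myotubes were challenged with 10 µM simvastatin during compound exposure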
GSIS activator: primary screen for activators of insulin secretion dependent on glucose, INS-1E cells, GLuc reporter luminescence. INS-1E GLuc reporter insulin secretion, 2-3 h. activation, % at 16.6 µM. 370,000 compounds, 0.61% hits. AID 743287;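 active = lowest replicate activation of at least 40%, so every replicate reaches that level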;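 also: 0% = median of neutral control wells and 100% = median of IBMX positive control wells; some compounds called inactive have numbers as strong as hits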
PglD DTNB: PglD (C. jejuni) enzyme inhibition | purified PglD enzyme, DTNB colorimetric CoA detection | inhibition, % at 12.5 µM | 360,000 compounds, 0.098% hits | AID 602405; in the data active = inhibition above about 16%, passing the limit was not always enough; inconclusive = no clear call, values can overlap the other calls; also: strong numbers were not always called active
ARNT TACC3 PPI: disrupts binding between human ARNT and TACC3. Q9Y6A5. AlphaScreen His-ARNT PAS-B/GST-TACC3 binding, luminescence; TACC3 fragment carries E629A point mutation. inhibition, % at 9.99 µM. 390,000 compounds, 0.66% hits;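 active = mean inhibition of replicates at least 50% and at least half of replicates each reaching 50%; inconclusive = half or more replicates reach 50% but mean below 50%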;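 also: 0% = complete ARNT plus TACC3 wells and 100% = ARNT alone without TACC3; many hits fall short of the cut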
PAX8 reporter: lowers PAX8-driven luciferase in RMG-I cells. inhibition, % at 12.6 µM. AID 652154. 360,000 compounds, 1.2% hits. RMG-I TPO-luciferase reporter, SteadyGlo, 24 h;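 active = mean replicate inhibition at least 60% with every replicate also reaching 60%; inconclusive = only one of the two criteria is met; inactive = mean below 60% and not all replicates reaching 60%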;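 also: luciferase light reporting Pax8 driven TPO promoter activity; plate controls were median of neutral control wells for no effect and mitoxantrone controls for full effect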
* = called active by the depositor; ? = inconclusive; · = no result given.

canonical_smiles,Cneo AK release,LGR2 inh,PGC1a acetyl inh,C2C12 statin,GSIS activator,PglD DTNB,ARNT TACC3 PPI,PAX8 reporter
COC(=O)C1=C(C)Nc2nc3ccccc3n2C1c1ccccc1F (stereo unspecified),0.4,2.8,1.4,·,·,-1.8,·,5.2
CSc1ccccc1C(=O)NCc1ccc2c(c1)OCO2,-1.6,0.9,2.1,39.6,21.7,6.0,17.8,·
CCOC(=O)C1CCN(C(=O)c2[nH]c(C(F)(F)F)nc2-c2ccccc2)CC1,-0.4,-0.2,1.9,5.7,9.9,-2.5,·,2.6
CCNC(=O)C[C@H]1CC[C@@H]2[C@@H](COc3ccc(NC(=O)c4cc(C)on4)cc3C(=O)N2C)O1,40.5,-12.7,2.9,-2.2,2.9,-1.5,-3.0,-15.5
Cc1c(C)c2cc(Cl)c(OCC(=O)Nc3ccccn3)cc2oc1=O,-1.4,-3.0,-3.4,-4.3,2.4,-1.2,·,-22.6
CC1Cc2ccccc2N1C(=O)CSc1nnc(Cn2nnc3ccccc32)n1C (stereo unspecified),-1.0,-6.0,1.1,15.0,10.2,0.4,-6.5,·
C[C@@H]1CCCCO[C@H](CN(C)S(=O)(=O)c2ccc(F)cc2)[C@H](C)CN([C@H](C)CO)C(=O)c2cc(NS(=O)(=O)c3ccccc3)ccc2O1,2.8,3.8,-25.3,15.7,-42.4,2.1,-12.7,41.7
COCC#Cc1ccc([C@H]2[C@@H](CO)N3CCCCN(S(=O)(=O)c4ccccc4C)C[C@H]23)cc1,3.6,-10.3,-4.4,·,-5.4,-2.0,18.5,10.0
C[C@@H]1CN([C@H](C)CO)C(=O)c2cc(NS(=O)(=O)c3cccs3)ccc2O[C@@H]1CN(C)C(=O)Nc1ccc(C(F)(F)F)cc1,-2.3,-8.9,-4.2,36.6,-20.9,-3.8,-4.2,·
C=CCn1c(=O)[nH]c(=O)c2c(N)c(C(=O)c3ccc(OC)cc3)sc21,0.4,-3.9,14.3,135.4*,36.4,-1.4,-0.3,17.3
CC1CCCN(C(=O)COC(=O)CNC(=O)c2ccc(Br)cc2)C1 (stereo unspecified),-0.6,0.7,-7.7,-19.6,-1.2,-2.6,-0.4,3.2
C[C@@H]1CN([C@H](C)CO)C(=O)Cc2cc(NS(=O)(=O)c3ccc(Cl)cc3)ccc2O[C@H]1CN(C)Cc1ccc(Oc2ccccc2)cc1,-11.1,4.0,0.0,58.9,-12.6,1.3,12.1,14.6
COc1ccnc(N=CNOCc2ccc(C)cc2)c1C#N,2.9,·,2.3,5.7,·,-8.5,-3.9,·
CC(NCCN(C)C)C1CCC2C3CCc4cc(O)ccc4C3CCC12C (stereo unspecified),·,41.1,-7.4,·,·,·,24.9,15.2
COc1ccc2c(c1)C(C1C(=O)CCCC1=O)c1ccccc1O2 (stereo unspecified),-0.8,-7.6,1.8,·,1.5,7.0,-1.6,·
CCOC(=O)c1ccc(N2CCOCC2)c(NC(=O)c2ccc3c(c2)OCO3)c1,-0.5,-28.7,·,2.6,1.3,4.3,·,31.5
C=CCN(CC=C)C(=O)C1CCN(Cc2ccc(OCc3ccccc3)cc2)CC1,4.3,-49.4,-4.0,-6.5,-30.9,-5.2,9.9,16.9
Cc1cc(Br)ccc1SCC(=O)NCC(c1ccco1)N1CCCCC1 (stereo unspecified),1.2,17.8,·,13.1,-4.7,3.4,0.9,-5.4
COC(=O)CNC(=O)CSc1nc2sc(-c3ccccc3)cc2c(=O)n1-c1ccccc1,-0.4,10.9,0.7,2.6,·,-2.0,-0.3,-17.6
O=C(c1cnc2n(c1=O)CCS2)N1CCc2ccccc21,-0.2,-10.6,11.0,3.7,·,4.3,-2.3,6.8
O=S(=O)(N[C@H]1CC[C@H](CCNS(=O)(=O)c2ccccc2Cl)O[C@@H]1CO)c1ccccc1,10.1,16.9,-0.4,9.9,-23.3,2.5,20.8,7.3
Cc1ccccc1CN1CCN(CC(=O)NCc2ccccc2)C1=O,·,-15.2,-4.3,2.2,-7.1,·,15.4,·
CO[C@H]1CC[C@H]2CCOc3ccc(C#N)cc3C(=O)N(C)C[C@@H](OC)[C@@H](C)C(=O)N(C)C[C@H]1O2,2.0,4.4,·,-13.4,-4.4,-0.8,-8.7,-2.2
CCn1c(CSc2nc3ccccc3s2)nnc1SCC(=O)c1ccc2c(c1)OCCO2,0.8,·,3.6,12.4,·,0.9,-1.1,-3.7
COCCn1c(SCc2ccc(OC)c(F)c2)nnc1-c1ccncc1,-4.0,0.5,·,-3.8,4.1,-5.9,-6.6,1.0
CNC1(C)[C@H]2CC[C@H](C2)C1(C)C (stereo partly specified),0.1,-3.8,·,-2.6,3.9,2.7,3.5,2.2
COc1ccccc1CNC(=O)C[C@H]1CC[C@@H]2[C@H](COC[C@H](O)CN2C(=O)Nc2ccc(Cl)cc2)O1,-9.8,-4.3,3.7,-20.8,-18.3,0.6,-5.9,-67.1
CC1CCCN(c2ccc3nncn3n2)C1 (stereo unspecified),0.0,-8.0,9.0,-1.2,45.6,3.9,-9.8,-2.8
CCN(CC)CCCN1C(=O)c2oc3ccccc3c(=O)c2C1c1cc(OC)ccc1OC (stereo unspecified),1.8,·,0.1,-10.3,·,-2.8,-0.7,·
CCSc1nnc(-c2c[nH]c3ccccc23)o1,2.5,·,·,9.2,·,1.0,-1.0,·
O=C(CSc1nc(O)c(C(c2ccccc2)c2ccccc2)c(=O)[nH]1)N1CCOCC1,-1.1,2.9,5.7,7.1,5.5,-2.2,-2.6,-5.6
O=C(c1ccc(COc2ccccc2Br)cc1)N1CCCCCC1,·,-12.7,-9.0,·,4.5,·,-9.9,-7.1
CN1CCn2cnc(C(=O)NCCCCCNC(=O)OC(C)(C)C)c2C1=O,-2.3,-2.5,·,-2.8,13.6,-0.7,·,-20.8
CC(C)NC(=O)N(C)C[C@@H]1Oc2c(NC(=O)C3CCOCC3)cccc2C(=O)N([C@H](C)CO)C[C@@H]1C,56.0,-4.4,5.3,12.4,10.5,6.1,4.1,23.0
Cc1ccc(S(=O)(=O)N(C)CC(=O)NCC(c2ccco2)N(C)C)cc1 (stereo unspecified),0.7,17.8,10.1,-10.0,-8.8,3.7,1.1,-7.3
Cc1ccc(S(=O)(=O)N2CCC[C@H]2C(=O)Nc2ccccc2C)cc1,11.4,11.8,4.5,4.2,·,-7.1,-20.3,-3.8
Cc1ccc(-c2nnc(CSc3nnc(C)s3)o2)cc1,0.8,·,11.3,-0.8,·,2.1,-12.0,·
CNc1nc(-c2ccccc2)c2sccc2n1,1.2,-32.2,-12.5,4.4,37.0,4.4,·,-18.5
COc1ccc(Cl)cc1N(CC(=O)NCCSCc1ccccc1)S(C)(=O)=O,-2.3,8.5,11.0,0.1,-9.6,2.3,-2.9,-3.3
CCCN(CCC)CCNC(=O)CCC(=O)Nc1ccc2nc(N3CCOCC3)cc(C)c2c1,2.2,-24.4,7.6,3.9,-3.0,-1.4,4.5,-38.6
O=C(C[C@@H]1C[C@@H]2c3cc(NC(=O)CC4CC4)ccc3O[C@@H]2[C@H](CO)O1)NCc1ccc(-c2ccccc2)cc1,10.5,8.3,-8.0,10.7,10.5,2.3,-0.2,-3.5
O=C1CC(c2cccc([N+](=O)[O-])c2)c2ccc3ccccc3c2N1 (stereo unspecified),-1.4,·,·,13.5,·,-1.5,3.4,·
COc1cc(C(=O)NNC(=O)COc2ccccc2Cl)ccc1OCC(=O)N1CCOCC1,-2.4,11.7,·,-1.9,8.1,-4.1,0.9,-6.5
CCOC(=O)Cc1csc(N/N=C/c2ccc(C(F)(F)F)cc2)n1,·,-15.1,·,·,-5.6,·,-7.9,-62.2
COc1ccc(NC(=O)CSc2nc3ccccc3cc2Cc2ccccc2)cc1,-0.7,12.8,0.1,-2.8,13.0,3.9,-1.9,·
CCCC(=O)Nc1ccc(NC(=O)c2cccc(OC)c2)nc1,-5.3,·,-13.9,-25.0,·,1.9,-1.9,·
O=C(c1cccc(C(=O)N2CCN(c3ccc(F)cc3)CC2)c1)N1CCN(c2ccc(F)cc2)CC1,-1.8,36.1,5.7,0.8,-45.4,5.6,-3.1,·
FC(F)(F)c1cnc(Sc2ncn[nH]2)c(Cl)c1,·,11.2,3.9,·,12.4,·,-0.4,2.8
O=C(NCc1ccc2c(c1)OCO2)NC12CC3CC(CC(C3)C1)C2,0.6,3.6,-1.2,-3.2,-41.2,-6.1,-0.4,2.5
C[C@H]1CN([C@@H](C)CO)C(=O)c2cc(C#CCC3CCCC3)cnc2O[C@@H]1CN(C)S(=O)(=O)c1cccs1,-0.2,17.9,-5.3,-7.1,-23.6,5.1,-8.0,67.0*

(list continues)
canonical_smiles,Cneo AK release,LGR2 inh,PGC1a acetyl inh,C2C12 statin,GSIS activator,PglD DTNB,ARNT TACC3 PPI,PAX8 reporter
CC1CCc2c(sc(/N=C/N(C)C)c2C#N)C1 (stereo unspecified),·,·,-21.5,·,-0.8,·,8.9,-133.1
COc1ccc(C(=O)NCC(=O)N2CCN(c3ccc(Cl)cc3)CC2)cc1,-0.7,0.7,-6.7,?,7.7,-0.5,1.0,11.8
CN(C)CC(C)(C)CNS(=O)(=O)c1cccc(Cl)c1Cl,0.1,·,-5.7,5.7,·,-1.7,23.2,7.6
CCNC(=S)N(CCc1ccc(S(N)(=O)=O)cc1)C1CC(=O)N(c2ccccc2)C1=O (stereo unspecified),·,27.0,3.6,·,-15.2,·,-6.1,40.7
CN[C@@H](CO)C(=O)NC[C@H]1O[C@@H](n2cnc3c(=O)[nH]c(N)nc32)[C@H](O)[C@@H]1O,-1.5,-18.7,-4.5,6.5,6.4,-0.5,·,19.4
CCCC#Cc1ccc2c(c1)O[C@H](CN(C)CCC)[C@@H](C)CN([C@H](C)CO)S2(=O)=O,4.7,10.8,-12.1,-20.3,-35.7,-0.1,14.5,·
CO[C@H](CN(C)Cc1ccc2c(c1)OCO2)[C@H](C)CN(C(=O)c1ccccc1)[C@H](C)CO,-0.4,-5.6,4.4,5.4,4.6,-2.0,13.0,·
CC1Sc2ccc(S(=O)(=O)N3CCC(C(=O)NCC(C)c4ccccc4)CC3)cc2NC1=O (stereo unspecified),3.6,19.2,-6.2,-27.4,·,7.3,-0.1,25.9
